Screens from PubChem.
Fh CTSL1 inh – Fasciola hepatica cathepsin L1 inhibitors, primary screen, counter-screen for PFM18AAP inhibitor project, biochemical, QFRET, fluorogenic peptide substrate. inhibition, % at 5.96 µM. recombinant F. hepatica cathepsin L1, Z-Leu-Arg-MCA fluorescence. 300,000 compounds, 0.49% hits;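 active means inhibition above the mean of all tested compounds plus 3 SD, set per screening campaign, cut at about 17% in these data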;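 further: 0% = plate median of test compound wells and 100% = 1 µM Z-Phe-Ala-diazomethylketone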
core dimer inh – inhibitors of HCV core protein dimerization, primary screen, biochemical, TR-FRET, high-throughput | TR-FRET GST/Flag-core106 dimerization, 1536-well | inhibition, % at 5 µM | 300,000 compounds, 0.33% hits;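 active means inhibition above the mean of all tested compounds plus 3 SD, set per screening campaign, cut at about 45% in these data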
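Material: Tagged HCV core106 pair (GST and Flag) | Amount: GST-core106 13.5 nM, Flag-core106 17 nM | Medium: KF-containing HEPES buffer, pH 7.45, DTT, CHAPS, BSA | Reagent: Eu donor and XL665 acceptor anti-tag antibodies | Schedule: 4 h at 22.5 °C | Technique: Time-resolved FRET, ex 340 nm, em 617 and 671 nm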
EBNA-1 inhibitor – EBNA-1 DNA-binding inhibitors, primary screen, biochemical, fluorescence polarization; AID 1950, 2009; 300,000 compounds, 0.34% hits; inhibition, % at 14.8 µM; in the data active means inhibition above about 28%
ZTA DNA inh – ZTA (EBV) inhibition in EBNA-1 counter-screen; ZTA-DNA binding, fluorescence polarization; AID 2234; inhibition, % at 11 µM; 320,000 compounds, 0.15% hits; in the data active means inhibition above about 33%
Target sequence (P03206 whole entry, looked up): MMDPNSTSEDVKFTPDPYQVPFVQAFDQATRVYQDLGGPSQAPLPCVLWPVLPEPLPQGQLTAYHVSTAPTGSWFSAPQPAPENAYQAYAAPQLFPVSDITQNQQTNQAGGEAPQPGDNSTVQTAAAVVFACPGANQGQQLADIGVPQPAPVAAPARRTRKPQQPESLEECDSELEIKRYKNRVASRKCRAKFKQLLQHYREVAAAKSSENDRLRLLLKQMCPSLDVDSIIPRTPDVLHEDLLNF
PP1 inh – PP1-alpha phosphatase inhibitors, primary screen, counter-screen for PP5 inhibitor project, biochemical, fluorescence, OMFP substrate, single point; Serine/threonine-protein phosphatase PP1-alpha catalytic subunit (Homo sapiens), P62136; purified PP1alpha; inhibition, % at 6.7 µM; 320,000 compounds, 0.9% hits;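 active means inhibition above the mean inhibition of all tested compounds plus 3 SD, computed separately for each screening campaign, cut at about 15% in these data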
Target sequence (P62136 whole entry, looked up): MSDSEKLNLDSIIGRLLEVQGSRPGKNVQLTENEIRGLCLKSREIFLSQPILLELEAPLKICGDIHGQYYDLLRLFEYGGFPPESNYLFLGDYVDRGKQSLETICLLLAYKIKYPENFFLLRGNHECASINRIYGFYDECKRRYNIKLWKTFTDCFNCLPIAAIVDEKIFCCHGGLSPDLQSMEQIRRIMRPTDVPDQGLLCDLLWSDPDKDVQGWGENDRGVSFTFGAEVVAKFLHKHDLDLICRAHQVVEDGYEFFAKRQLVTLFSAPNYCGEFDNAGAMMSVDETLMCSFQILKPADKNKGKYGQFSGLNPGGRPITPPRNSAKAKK
PREPL inhibitor – PREPL enzyme inhibitors, primary screen, biochemical, fluorescence polarization; Prolyl endopeptidase-like (Homo sapiens), Q4J6C6; recombinant PREPL, fluorescence polarization activity-based probe; inhibition, % at 5.96 µM; 320,000 compounds, 0.68% hits; AID 2751, 2010; in the data active means inhibition above about 43%;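 further: 0% = enzyme with DMSO and 100% = wells lacking enzyme; many of its hits are not listed in these tables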
PP5 inh – PP5 phosphatase inhibitors, primary screen, biochemical, fluorescence | inhibition, % at 6.7 µM | 320,000 compounds, 0.18% hits | Serine/threonine-protein phosphatase 5 (Homo sapiens), P53041 | purified PP5c, OMFP substrate fluorescence;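 active means inhibition above the campaign's mean inhibition across all tested compounds plus 3 SD, cut at about 9.5% in these data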;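 further: 0% = DMSO only and 100% = 100 µM cantharidin control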
Target sequence (P53041 whole entry, looked up): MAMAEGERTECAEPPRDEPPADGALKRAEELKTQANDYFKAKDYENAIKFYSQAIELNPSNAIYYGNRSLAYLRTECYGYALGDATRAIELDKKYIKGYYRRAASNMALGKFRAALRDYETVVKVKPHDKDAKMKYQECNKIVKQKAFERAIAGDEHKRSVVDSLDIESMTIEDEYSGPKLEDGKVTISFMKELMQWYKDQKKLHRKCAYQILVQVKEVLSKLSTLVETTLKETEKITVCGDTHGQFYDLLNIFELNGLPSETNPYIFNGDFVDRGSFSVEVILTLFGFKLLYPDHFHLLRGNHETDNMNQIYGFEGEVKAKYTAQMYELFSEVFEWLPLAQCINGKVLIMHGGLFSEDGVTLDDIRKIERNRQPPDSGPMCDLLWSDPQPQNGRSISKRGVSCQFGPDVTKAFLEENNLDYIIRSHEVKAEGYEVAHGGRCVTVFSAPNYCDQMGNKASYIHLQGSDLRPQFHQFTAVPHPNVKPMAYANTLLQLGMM
TPT1 inh – Candida albicans TPT1 enzyme inhibitors, primary screen, biochemical, fluorescence polarization; AID 1962, 2009; inhibition, % at 5 µM; tRNA 2'-phosphotransferase TPT1 (Candida albicans SC5314); 300,000 compounds, 0.81% hits; recombinant caTPT1, FP RNA substrate dephosphorylation;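 active means inhibition above the mean of all tested compounds plus 3 SD, set per screening campaign, cut at about 24% in these data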;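 further: plate controls were DMSO alone for no effect and ferristatin control at 100 nM for full effect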
Efflux pump inh – inhibitors of Candida efflux pumps in yeast, primary screen, S. cerevisiae, Nile Red, multiplex. S. cerevisiae Candida pump triplex. 330,000 compounds, 0.44% hits. AID 485275, 2010. inhibition, % at 10 µM;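 active means plate passing quality check with inhibition over a set limit, or well fluorescence over plate mean plus 4 SD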;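 further: Nile Red retained in pooled yeast measured as flow cytometry median fluorescence; 0% = buffer negative control and 100% = Enniatin B positive control; higher means more Nile Red kept so more efflux inhibition; some compounds called inactive have numbers as strong as hits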
Starred values were filed as active, the others as inactive; nt = no result given. These rows are one share of the data. The share of hits here may be higher or lower than overall.

SMILES | Fh CTSL1 inh | core dimer inh | EBNA-1 inhibitor | ZTA DNA inh | PP1 inh | PREPL inhibitor | PP5 inh | TPT1 inh | Efflux pump inh
O=C(NCc1ccc(F)cc1)c1cc(S(=O)(=O)N2CCCCC2)ccc1N1CCOCC1 | nt | nt | nt | 1 | 0 | 5 | 2.4 | nt | 0.0
CCCCOC(=O)CN1C(=O)c2ccc(C(=O)OCCCC)cc2C1=O | 4 | 6 | 10 | -14 | 0 | 4 | 0.5 | -6 | 0.0
CC1Oc2ccccc2N(CC(=O)N2CCCCCC2)C1=O (stereo not given) | -4 | -6 | -6 | -5 | 4 | 8 | -7.2 | 0 | -0.1
CCCCN1C(=O)C(CC(=O)NCC)SC1=Nc1ccccc1 (stereo not given) | -5 | 0 | -8 | -5 | -3 | 2 | 2.0 | -2 | -0.1
CC1=CC2=NC(=O)/C(=C\c3cccn3CCOc3cc(C)cc(C)c3)C(=N)N2O1 | 4 | 11 | -4 | 10 | 3 | -14 | 5.0 | -2 | 0.0
Cc1ccc(-c2cc3onc(-c4ccccc4)c3c(=O)n2C)cc1 | 4 | 19 | 9 | -7 | 1 | -5 | -0.4 | -5 | -0.1
COc1ccc(C(=O)C2CCCN(S(=O)(=O)c3ccc(C(C)=O)cc3)C2)c(C)c1 (stereo not given) | 4 | 14 | 1 | 9 | 0 | 3 | 0.8 | -1 | 0.0
O=C1NC(=O)/C(=C\c2ccc(O)cc2O)S1 | -1 | -11 | -12 | -2 | 3 | 5 | -2.5 | 7 | 0.1
Cn1c(SCc2cc(=O)[nH]c3ccccc23)nnc1-c1ccc(Br)cc1 | -14 | -8 | 2 | 14 | -1 | -24 | 0.3 | 1 | -0.1
CCCCOc1nc2ccccc2nc1NS(=O)(=O)c1ccc(F)cc1 | 3 | -4 | -1 | 1 | 2 | -2 | -2.0 | -1 | -0.5
COc1ccc(C(=O)N2CCN(C(=O)Cc3ccccc3)CC2)cc1OC | 0 | 4 | 3 | -21 | 2 | -3 | -0.9 | -3 | 0.0
O=C(COC(=O)CNC(=O)c1ccccc1F)NCCNC(=O)COC(=O)CNC(=O)c1ccccc1F | 10 | -2 | 0 | 5 | 5 | 12 | -2.4 | 1 | 0.2
CC1CCCN(c2nc(-c3cccnc3)nc3scc(-c4ccccc4)c23)C1 (stereo not given) | -1 | 1 | -5 | -10 | 5 | -5 | -1.6 | 1 | 0.0
Cc1ccccc1OCC(=O)NCCNC(=O)c1cccnc1 | 3 | 4 | -3 | 7 | -3 | 7 | -0.5 | -2 | -0.1
COc1ccc(C2=NN(C(=O)CN3CCCCC3)C(c3ccc(C)cc3)C2)cc1 (stereo not given) | 0 | -2 | 1 | 3 | 1 | -27 | -1.2 | 1 | 0.1
O=C(CN1CCCc2ccccc21)N/N=C/c1ccccc1 | -1 | -4 | -6 | -13 | 5 | 27 | 0.2 | 17 | -0.1
O=C(NCc1ccc2c(c1)OCO2)c1ccc(CS(=O)(=O)c2ccc(Br)cc2)o1 | -5 | 8 | -4 | -4 | -4 | -4 | 4.2 | 2 | 0.1
O=C(CN(c1ccccc1)S(=O)(=O)c1ccccc1[N+](=O)[O-])Nc1ccccc1C(=O)N1CCOCC1 | -1 | 1 | -12 | 2 | -7 | 17 | 0.3 | 5 | 0.4
COc1ccc(OCC(O)CN2CCC(CN3C(=O)c4cccc5cccc(c45)C3=O)CC2)cc1 (stereo not given) | 6 | -4 | -2 | -16 | -2 | 4 | 0.3 | -7 | 0.0
CN(CC(O)Cn1c2ccccc2c2ccccc21)S(C)(=O)=O (stereo not given) | -7 | -4 | -8 | 1 | -2 | -5 | -1.0 | -1 | 0.1
c1ccc(-c2csc(N3CCSCC3)n2)cc1 | 0 | 0 | -6 | -4 | -1 | 4 | 1.1 | -1 | 0.2
COc1ccc(N(C)S(=O)(=O)c2cccc(C(=O)NC3CCCCCC3)c2)cc1 | 1 | 7 | 6 | 11 | -6 | 5 | -2.3 | -2 | 0.1
CNc1nc2c(C)cccn2c(=O)c1C=Nc1ccc(OC)cc1 | -1 | 4 | 1 | -4 | -3 | 0 | 1.3 | 1 | 0.0
CCOC(=O)C1=C(C)NC(=O)NC1c1ccsc1 (stereo not given) | -3 | 1 | 9 | 8 | 1 | 2 | -0.2 | -5 | 0.0
O=C(Nc1nc2ccccc2[nH]1)Nc1ccccc1F | -1 | -3 | 3 | 0 | 1 | -2 | 1.1 | -2 | -0.1

The final two entries of the section before lead into the next:
SMILES | Fh CTSL1 inh | core dimer inh | EBNA-1 inhibitor | ZTA DNA inh | PP1 inh | PREPL inhibitor | PP5 inh | TPT1 inh | Efflux pump inh
CCOC(=O)C1=C(C)NC(=O)NC1c1ccsc1 (stereo not given) | -3 | 1 | 9 | 8 | 1 | 2 | -0.2 | -5 | 0.0
O=C(Nc1nc2ccccc2[nH]1)Nc1ccccc1F | -1 | -3 | 3 | 0 | 1 | -2 | 1.1 | -2 | -0.1
c1ccc2c(NCC3CCCO3)nc(N3CCOCC3)nc2c1 (stereo not given) | 6 | -2 | -1 | 4 | -1 | -7 | 2.1 | -4 | 0.1
Cc1ccc(OCC2Cn3c(nc4c3c(=O)[nH]c(=O)n4C)O2)cc1 (stereo not given) | -3 | -2 | 8 | -19 | 2 | 26 | 1.4 | -2 | 0.2
CN(C(=O)C(Cl)Cl)c1ccc(OC(=O)c2ccco2)cc1 | -8 | -5 | 1 | -4 | -5 | 27 | 2.2 | 0 | 0.1
CC(Sc1nc(C2CC2)n(-c2ccccc2)n1)C(=O)c1c(N)n(C)c(=O)n(C)c1=O (stereo not given) | -2 | -10 | -1 | 4 | -1 | 1 | -0.1 | 2 | 0.1
CCOC(=O)c1oc2ccccc2c1COC(=O)CNC(=O)c1ccco1 | -2 | 3 | -1 | 5 | -3 | -3 | 0.3 | 0 | 0.0
Cc1ccc(NC(=O)c2ccc(CSc3nnc(-c4ccncc4)n3C)cc2)cc1 | -2 | 0 | 0 | 8 | -2 | 3 | 1.3 | -2 | 0.1
COc1cc(=O)[nH]c(SCc2c(F)c(F)c(F)c(F)c2F)n1 | 4 | -5 | 5 | 10 | 2 | -1 | 1.4 | 1 | -0.1
Cc1cnc(C(=O)OC(C)C(=O)c2c(C)[nH]c3ccccc23)cn1 (stereo not given) | -23 | -4 | -4 | -12 | -1 | 17 | 0.5 | 0 | -0.1
Cc1cc2c(C)cc(=O)[nH]c2cc1NC(=O)CCl | 3 | -1 | 3 | -16 | 1 | 14 | 3.0 | -1 | -0.1
CCOc1ccc(NC(=S)NCCCn2ccnc2)cc1 | 1 | 2 | -5 | -4 | -2 | 6 | -0.1 | 2 | 0.0
O=C1CCC/C1=C\c1ccccc1 | 1 | 1 | -30 | 3 | -1 | 7 | 1.1 | 1 | 0.1
NC(=S)N=Nc1ccc(NN=C(N)N)cc1 | 46* | -20 | -1 | -2 | 1 | 28 | 2.2 | 0 | -0.2
COc1ccc(CCn2c(=N)c(C(=O)NCc3ccco3)cc3c(=O)n4cccc(C)c4nc32)cc1 | 7 | 28 | 4 | 12 | 7 | 28 | 0.6 | 3 | 0.0
CC(C)C(=O)NCCCc1ccccc1 | -2 | -3 | 4 | 14 | 2 | 1 | -1.8 | -6 | -0.1
CC(C)(C)NC(=O)c1cccc2c1OC(C)(C)C2 | 1 | 0 | -15 | -9 | 0 | 0 | 2.7 | -2 | 0.1
O=C(CSc1ccc(Br)c2cccc(Cl)c12)Nc1ccc(S(=O)(=O)Nc2nccs2)cc1 | 0 | 4 | 12 | 12 | 9 | -21 | 2.5 | -1 | -0.1
COc1ccc(CCNC(=O)c2cc(-c3ccco3)nc3ccccc23)cc1 | -1 | 65* | -3 | 3 | 1 | 1 | 0.6 | 11 | 0.1
Cc1cc(C)n(C2CCCCC2OC(=O)CCc2ccccc2)n1 (stereo not given) | -4 | 0 | -8 | -26 | -4 | -4 | 0.5 | -4 | 0.0
OCCN(Cc1ccccc1)c1ncnc2sccc12 | 2 | -10 | 0 | -11 | -1 | 13 | -2.1 | 3 | 0.1
COC(=O)c1ccc(NC(=O)c2ccccc2N(C)S(=O)(=O)c2ccccc2)cc1 | 10 | 0 | -2 | -14 | -2 | 5 | 1.2 | 1 | -0.1
CN(C(=O)c1ccncc1)c1ccccc1 | 3 | 0 | -9 | 0 | -2 | 14 | -1.1 | -3 | 0.0
CC(=O)N1CCC[C@H]1C(=O)O | -1 | 4 | -15 | 1 | -7 | -2 | 2.2 | -4 | 0.0
CCc1cccc(CC)c1NC(=O)CN1CCN(c2ccccc2)CC1 | 0 | -3 | 16 | 7 | -6 | 12 | -0.1 | 0 | 0.0
CCOC(=O)C1(CCOc2ccccc2)CCN(Cc2ccc(F)c(OC)c2)CC1 | 2 | -9 | -5 | -2 | -2 | -47 | -2.2 | 0 | -0.1
COc1ccccc1N1CCN(/N=C/C=C\c2ccccc2[N+](=O)[O-])CC1 | 0 | 4 | -5 | -1 | 2 | 12 | 2.2 | 1 | 0.0

Arranged by value in core dimer inh (largest number first): four from the list above
SMILES	core dimer inh	EBNA-1 inhibitor	PREPL inhibitor	PP5 inh	TPT1 inh	Efflux pump inh
COc1ccc(CCn2c(=N)c(C(=O)NCc3ccco3)cc3c(=O)n4cccc(C)c4nc32)cc1	28	4	28	0.6	3	0.0
Cc1cc2c(C)cc(=O)[nH]c2cc1NC(=O)CCl	-1	3	14	3.0	-1	-0.1
CC(C)C(=O)NCCCc1ccccc1	-3	4	1	-1.8	-6	-0.1
OCCN(Cc1ccccc1)c1ncnc2sccc12	-10	0	13	-2.1	3	0.1

More records.
SMILES | Fh CTSL1 inh | core dimer inh | EBNA-1 inhibitor | ZTA DNA inh | PP1 inh | PREPL inhibitor | PP5 inh | TPT1 inh | Efflux pump inh
CC1C(=O)CC(c2ccccc2)NC1c1ccccc1 (stereo not given) | 0 | -4 | -4 | -6 | 0 | -1 | -0.4 | 6 | -0.2
COc1ccc(/C=N/N2CCOCC2)cc1Cn1cc([N+](=O)[O-])cn1 | -5 | 2 | 4 | -16 | -7 | -2 | -1.2 | -2 | 0.0
CC(=O)Cn1nnc(-c2ccc(C(F)(F)F)cc2)n1 | 2 | 3 | -4 | -12 | 1 | 0 | 0.4 | 0 | 0.0
COc1ccc(OCC(O)CON2C(=O)c3ccccc3C2=O)cc1 (stereo not given) | 0 | -2 | 7 | 8 | 1 | 9 | 0.9 | 0 | -0.1
CN1CCN(S(=O)(=O)c2ccc3c(c2)NC(=O)C2CCCN32)CC1 (stereo not given) | 1 | -5 | -12 | -2 | 0 | 12 | 1.1 | 1 | -0.1
Cc1ccc(C(=O)OC2CCCN(C)C2)cc1 (stereo not given) | -2 | 1 | -14 | 0 | -2 | -8 | 3.5 | -3 | 0.0
Cc1nc(SCCOc2ccc(F)cc2)c2ccccc2n1 | 3 | -12 | -2 | -18 | -2 | 8 | 1.6 | -5 | 0.0
CC(C)CN(CC(C)C)S(=O)(=O)N1CCC(C(=O)NC2CCCCCCC2)CC1 | 4 | 7 | 5 | -19 | -2 | 11 | -0.8 | -1 | 0.0
Cc1onc(-c2ccccc2)c1C(=O)c1c[nH]c(C(=O)NCc2ccncc2)c1 | -1 | -4 | -3 | 1 | 2 | 4 | 1.8 | -2 | -0.1
CN(CCCNC(=O)CSc1cc(=O)n(C)c2ccc(Cl)cc12)Cc1ccccc1 | 6 | -15 | 2 | 11 | 1 | 11 | -1.3 | 3 | 0.1
